mIAP activ – mouse IAP activation | 330,000 compounds, 0.24% hits | activation factor at 10 µM | AID 2805 | muIAP, CDP-Star luminescence, 30 min; active compounds read high; 1 = vehicle-only enzyme signal, 0 = enzyme-free wells;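 active = activation factor of at least 2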; also: the source names both 10 and 20 µM as test concentration; values of inactives mirror those of a sister screen read the other way
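System: Mouse IAP enzyme | Also added: CDP-Star substrate | Dosing: Compounds dispensed in DMSO | Schedule: 30 min enzyme-substrate-compound incubation at room temperature | Technique: Chemiluminescence readout | Control set: DMSO-only wells and no-enzyme negative control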
mIAP block – mouse IAP inhibition | inhibition, % at 10 µM | AID 2806 | 330,000 compounds, 0.2% hits | purified mouse IAP, CDP-Star luminescence, 30 min;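 active = inhibition of at least 40% at 10 µM in the primary screen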;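 also: plate controls were DMSO with enzyme for no effect and no enzyme wells for full effect; values of inactives mirror those of a sister screen read the other way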
SENP1 FRET inh – inhibitors of human SENP1 SUMO protease catalytic domain; inhibition, % at 10 µM; recombinant SENP1 catalytic domain, CyPet-SUMO1-YPet FRET cleavage; AID 624204; 360,000 compounds, 0.21% hits; Q9P0U3;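 active = inhibition at least 30% at 10 µM, raw YFP signal under a set limit, fluorescence ratio 0.5 to 1.5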;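 also: 0% = enzyme with DMSO and 100% = no enzyme wells; some results filed as inactive read as strong as hits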
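Test system: recombinant human SENP1 catalytic domain, His6-tagged / Medium: pH 8 Tris buffer with EDTA, NaCl, BME, BSA, NP40, catalase / Also added: SUMO1 FRET substrate flanked by Cypet and Ypet, 25 nM / Times: 50 min reaction at room temperature / Signal: FRET, CFP and YFP emission / Control set: no-enzyme low control and enzyme-plus-DMSO high control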
NLRP3 yeast inh – inhibitors of NALP3 inflammasome in yeast | 330,000 compounds, 0.39% hits | AID 2825 | Yeast reconstituted NLRP3/ASC/caspase-1, beta-gal luminescence, 24 h | inhibition, % at 10 µM;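 active = inhibition of 50% or more; inactive = inhibition below 50%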;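 also: plate controls were induced DMSO wells for no effect and uninduced yeast grown without galactose for full effect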
hIAP inh – blocks human intestinal alkaline phosphatase | P09923 | purified IAP, CDP-Star luminescence, 30 min | inhibition, % at 10 µM | 330,000 compounds, 0.12% hits;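 active = inhibition reaching a set limit with compound at 10 µM in the primary screen, cut at about 35% in these data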;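 also: plate controls were DMSO wells with enzyme for no effect and no-enzyme buffer wells for full effect; values of inactives mirror those of a sister screen read the other way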
Target sequence (P09923 whole entry, looked up): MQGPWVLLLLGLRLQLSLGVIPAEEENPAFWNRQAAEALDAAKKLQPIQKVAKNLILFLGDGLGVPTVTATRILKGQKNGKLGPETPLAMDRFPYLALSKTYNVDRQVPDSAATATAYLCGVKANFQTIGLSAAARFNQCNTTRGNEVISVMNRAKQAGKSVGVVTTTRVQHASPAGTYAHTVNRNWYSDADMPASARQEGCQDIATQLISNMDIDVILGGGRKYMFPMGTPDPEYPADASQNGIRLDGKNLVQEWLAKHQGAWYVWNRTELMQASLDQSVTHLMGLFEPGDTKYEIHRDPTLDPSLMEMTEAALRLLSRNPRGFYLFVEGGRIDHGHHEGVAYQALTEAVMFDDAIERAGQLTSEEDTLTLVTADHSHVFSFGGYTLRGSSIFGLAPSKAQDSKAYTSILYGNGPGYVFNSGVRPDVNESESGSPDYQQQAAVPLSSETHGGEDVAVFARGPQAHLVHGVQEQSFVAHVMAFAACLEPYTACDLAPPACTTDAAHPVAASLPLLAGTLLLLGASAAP
beta cell repl – MIN6 beta-cell proliferation induction | MIN6 cells proliferation, ATPlite luminescence, 48 h; cells starved in 0.2% serum; 100% = growth in 10% serum | proliferation, % at 10 µM | 330,000 compounds, 0.29% hits | AID 2380;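 active = compounds whose signal lies at least 3.5 SD above the mean of all wells on their plate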;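 also: 0% = DMSO-treated cells in low-serum medium and 100% = 10% serum control; some compounds called inactive have numbers as strong as hits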
APOBEC3A inh – human APOBEC3A DNA deaminase inhibition; inhibition, % at 20 µM; AID 493011; 330,000 compounds, 0.41% hits; P31941; recombinant A3A, FAM/TAMRA ssDNA deamination fluorescence;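 active = at least 40% inhibition at 20 µM here, with at most 30% in a related deaminase screen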;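 also: plate controls were A3A with DMSO for no effect and wells lacking A3A enzyme for full effect; some results filed as inactive read as strong as hits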
APOBEC3G inh – inhibitors of human APOBEC3G DNA deaminase; recombinant A3G, ssDNA deamination FAM/TAMRA fluorescence; Q9HC16; 330,000 compounds, 0.28% hits; inhibition, % at 20 µM;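 active = inhibition of at least 40% at 20 µM, with no more than 30% in the related APOBEC3A deaminase screen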;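 also: plate controls were DMSO wells with A3G for no effect and wells lacking A3G enzyme for full effect; some compounds called inactive have numbers as strong as hits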
Target sequence (Q9HC16 whole entry, looked up): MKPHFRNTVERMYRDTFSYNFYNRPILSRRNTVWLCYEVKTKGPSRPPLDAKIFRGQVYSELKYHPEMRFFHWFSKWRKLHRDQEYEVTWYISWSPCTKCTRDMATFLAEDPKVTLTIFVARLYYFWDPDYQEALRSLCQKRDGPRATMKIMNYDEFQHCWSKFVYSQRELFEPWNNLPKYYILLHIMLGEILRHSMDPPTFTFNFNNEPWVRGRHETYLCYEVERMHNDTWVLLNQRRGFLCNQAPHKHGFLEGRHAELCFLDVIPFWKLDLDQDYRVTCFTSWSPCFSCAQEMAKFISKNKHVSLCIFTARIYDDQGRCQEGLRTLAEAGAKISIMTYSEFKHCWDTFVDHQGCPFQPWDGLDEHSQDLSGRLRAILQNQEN
hIAP act – human IAP activation | activation factor at 10 µM | purified human IAP, CDP-Star luminescence, 30 min; active compounds read high; 1 = vehicle-only enzyme, 0 = enzyme-free background | 330,000 compounds, 0.16% hits | P09923;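 active = activation factor of the enzyme at least 2-fold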; also: the source names both 10 and 20 µM as test concentration; values of inactives mirror those of a sister screen read the other way
Numbers without * were called inactive; · = no result given. Some of the compounds tested. The share of hits here may be higher or lower than overall.

Molecule	mIAP activ	mIAP block	SENP1 FRET inh	NLRP3 yeast inh	hIAP inh	beta cell repl	APOBEC3A inh	APOBEC3G inh	hIAP act
O=C(CN(C(=O)CCC(=O)Nc1nccs1)c1ccccc1F)NCc1ccc(F)cc1	1	-5	2	1	-10	0	-3	-7	1.1
Cn1ccc(-c2cc(C(=O)O)c3ccccc3n2)n1	0.98	2	1	19	-12	-1	-3	-5	1.1
N#Cc1c2ccc(OCC(N)=O)cc2n2ccccc12	1.2	-25	-33	3	-9	8.1*	-5	-9	1.1
COc1ccccc1N1CCN(C(=O)CCNS(=O)(=O)c2cc(Br)cnc2N)CC1	0.87	13	1	25	12	1	1	8	0.88
CC1CCC(CN2CCN=C2Nc2ccccc2)CC1 (stereo not given)	0.96	4	1	18	-6	-3	-1	-6	1.1
NC(=O)C1CCN(C(=O)CC2C(=O)NCCN2Cc2cccc(Oc3ccccc3)c2)CC1 (stereo not given)	0.98	2	-12	3	-11	0	2	-4	1.1
Cc1ccc(C)c(OCC(=O)Nc2ccncc2)c1	1	-1	-1	16	-10	0	-3	-4	1.1
COC(=O)c1ccc2nc(NC(=O)CSCC(=O)OCC(=O)c3ccccc3)sc2c1	1	-4	-3	9	7	0	1	2	0.93
Cc1ccc(C(=O)NC2(C(F)(F)F)NC(=O)N(c3ccc(Cl)cc3)C2=O)cc1 (stereo not given)	1	-5	2	6	-2	-4	-3	-7	1
CN1C(=O)C(=O)/C(=C(/O)c2ccccc2)C1c1ccc([N+](=O)[O-])cc1 (stereo not given)	1.1	-12	1	-7	-4	-2	-6	-5	1
Cc1ccc(-n2c([S-])c(C(=O)NC(C)c3ccccc3)[n+]3ccccc23)cc1 (stereo not given)	0.89	11	-7	15	-7	0	-4	-5	1.1
CCCCn1c(N(CCOC(C)=O)C(C)=O)nc2ccccc21	0.98	2	2	20	14	-2	-5	-9	0.86
CC(C)(C)c1csc(NC(=O)C2COc3ccccc3O2)n1 (stereo not given)	0.94	6	1	25	5	-3	-2	-9	0.95
COC(c1ccccc1)c1c(-c2ccccc2)nn(C)c1Cl (stereo not given)	0.9	10	2	3	-10	-3	-2	-11	1.1
Cc1cc(N2CCC(C)CC2)c(F)cc1[N+](=O)[O-]	0.92	8	-2	32	14	3	-2	-4	0.86
Nc1nc(SCC(=O)c2ccc(Br)s2)n[nH]1	0.9	10	1	16	-13	-3	-1	-2	1.1
COc1ccc(C(CNC(=O)c2cccc(S(=O)(=O)NCc3ccccc3)c2)N2CCOCC2)cc1 (stereo not given)	0.98	2	-8	18	-10	-2	0	-6	1.1
CC(C)SCc1nc2ccccc2[nH]1	1.1	-8	-25	17	-2	0	2	-2	1
CN(C)C(=O)Nc1ccc(F)cc1F	1.1	-5	6	9	-6	-2	-3	-9	1.1
CC(=O)Nc1ccc2c(c1)nc(CN1CCCC1)n2C	0.92	8	-16	6	6	0	8	1	0.94

Whole records from above.
Results for Nc1nc(SCC(=O)c2ccc(Br)s2)n[nH]1 → mIAP activ: 0.9; mIAP block: 10; SENP1 FRET inh: 1; NLRP3 yeast inh: 16; hIAP inh: -13; beta cell repl: -3; APOBEC3A inh: -1; APOBEC3G inh: -2; hIAP act: 1.1
Results for CC1CCC(CN2CCN=C2Nc2ccccc2)CC1 (stereo not given) → mIAP activ: 0.96; mIAP block: 4; SENP1 FRET inh: 1; NLRP3 yeast inh: 18; hIAP inh: -6; beta cell repl: -3; APOBEC3A inh: -1; APOBEC3G inh: -6; hIAP act: 1.1

The list goes on.
Molecule	mIAP activ	mIAP block	SENP1 FRET inh	NLRP3 yeast inh	hIAP inh	beta cell repl	APOBEC3A inh	APOBEC3G inh	hIAP act
COc1ccc(C(CC(=O)O)NS(=O)(=O)c2ccc3c(c2)NC(=O)CO3)cc1 (stereo not given)	1	-2	2	6	-11	0	0	-6	1.1
COc1ccc(N2CCN(c3nc4ccc(C)cn4c(=O)c3C=O)CC2)cc1	0.94	6	-10	23	4	4	-2	-6	0.96
CCOC(=O)C1(CCc2ccccc2)CCN(C(=O)C2CCCO2)CC1 (stereo not given)	0.99	1	2	12	-14	0	1	-3	1.1
Cc1cc(C)n2c(SCc3ccc(Cl)cc3Cl)nnc2n1	0.88	12	0	16	2	-2	-7	-1	0.98
COc1ccc2[nH]c(=O)c(CN(Cc3cccnc3)C(=O)Nc3ccccc3)cc2c1	0.96	4	-3	15	-3	0	-4	-8	1
CSc1cccc(NC(=O)CSc2ccc(C)cc2)c1	1.2	-22	-1	19	14	-1	-2	-4	0.86
Cn1c(=O)n(C)c2cc(S(=O)(=O)Nc3cc(Cl)ccc3O)ccc21	0.96	4	7	13	10	-3	-1	-4	0.9
O=Cc1coc2ccc3ccccc3c2c1=O	0.94	6	-25	8	-6	-5	3	16	1.1
CCOC(=O)c1c(C)[nH]c(C(=O)CN2CCN(CC)CC2)c1C	1	-1	0	-3	-4	0	3	-5	1
CCOc1ccc(NC2=C(Cl)C(=O)N(Cc3ccccc3)C2=O)cc1	1	-3	3	16	0	-3	-3	-6	1
Cc1cccc(C)c1Nc1nnc(SC/C(O)=C(\C#N)c2nc3ccccc3[nH]2)s1	0.92	8	-39	-5	-18	-3	-2	-7	1.2
COc1ccc(-n2cccc2C=O)cc1OC	0.96	4	0	-2	4	0	-4	-14	0.96
Cc1cccc(OCC(=O)Nc2ccc3c(c2)nc(CCN2CCC(C)CC2)n3C)c1	1	-1	-1	10	-53	0	-1	-3	1.5
O=C(Cn1cnc2ccccc2c1=O)N1CCN(Cc2ccc3c(c2)OCO3)CC1	1	-5	-2	7	-6	-4	1	-1	1.1
O=C(CN1CCc2ccccc2C1)Nc1ccc(F)cc1	0.96	4	2	30	11	-3	-8	-5	0.89
C=CCn1c(=NC(=O)c2ccc(S(=O)(=O)N3CCCc4ccccc43)cc2)sc2cc(S(N)(=O)=O)ccc21	0.82	18	1	-3	-4	-2	0	-5	1
Cc1ccc(NS(=O)(=O)c2ccc(C(=O)Nc3nncs3)cc2)cc1	0.92	8	-10	9	-12	0	1	1	1.1
Cc1nnc(NC(=O)c2ccc3nccnc3c2)s1	1	-1	-2	-1	-2	0	23	-4	1
COc1ccc(CCNC2CCC(c3ccccc3)CC2)cc1 (stereo not given)	1	0	2	22	2	-4	-5	-6	0.98
COc1ccc(C(=O)CN2C(=O)NC3(CCCCCC3)C2=O)c(OC)c1	1	0	1	-17	12	-2	-2	-8	0.88

Results in SENP1 FRET inh, mIAP activ and hIAP act, for some of the entries so far:
structure | SENP1 FRET inh | mIAP activ | hIAP act
Cn1c(=O)n(C)c2cc(S(=O)(=O)Nc3cc(Cl)ccc3O)ccc21 | 7 | 0.96 | 0.9
O=Cc1coc2ccc3ccccc3c2c1=O | -25 | 0.94 | 1.1
CCOC(=O)c1c(C)[nH]c(C(=O)CN2CCN(CC)CC2)c1C | 0 | 1 | 1
CCOc1ccc(NC2=C(Cl)C(=O)N(Cc3ccccc3)C2=O)cc1 | 3 | 1 | 1
Cc1cccc(C)c1Nc1nnc(SC/C(O)=C(\C#N)c2nc3ccccc3[nH]2)s1 | -39 | 0.92 | 1.2
COc1ccc(-n2cccc2C=O)cc1OC | 0 | 0.96 | 0.96

Other entries follow:
Molecule	mIAP activ	mIAP block	SENP1 FRET inh	NLRP3 yeast inh	hIAP inh	beta cell repl	APOBEC3A inh	APOBEC3G inh	hIAP act
COc1cc(C)c(C(C)C)cc1S(=O)(=O)NC1CC(C)(C)NC(C)(C)C1	0.98	2	0	14	4	0	-1	-3	0.96
Cc1ccc(S(=O)(=O)N(CC(O)CN2CCCC2)c2ccccc2)cc1 (stereo not given)	0.99	0	-1	8	20	-2	1	7	0.81
Cc1ccccc1-c1nc(-c2ccc(Br)o2)no1	1	-2	-2	6	-1	0	2	26	1
Cc1ccc(NC(=O)C(=Cc2ccc(C(=O)O)cc2)C(=O)Nc2ccc(C)cc2C)c(C)c1	0.89	11	-1	24	-2	-6	3	-1	1
O=C(O)C1CCN(c2ccc(S(=O)(=O)N3CCCCC3)cc2[N+](=O)[O-])CC1	0.95	5	1	31	-5	2	1	-5	1
CC(C)c1c(C(=O)N/N=C/c2ccsc2)nnn1-c1nonc1N	0.94	6	1	5	3	-1	2	0	0.97
S=c1nc(-c2ccccc2Br)[nH][nH]1	0.8	20	2	24	-3	-1	·	·	1
C=CCNc1oc(Cc2cccc3ccccc23)nc1C#N	1.1	-8	-19	8	26	1	-5	-9	0.74
COc1ccccc1CN1CCNC(=O)C1CC(=O)N(C)CC1CCOCC1 (stereo not given)	1	-1	-9	9	-11	4	-3	-3	1.1
CCOc1ccc(C(=O)Nc2ccc(NC(=O)c3cccs3)cc2)cc1[N+](=O)[O-]	0.92	8	2	-5	-5	-2	-2	-2	1
CNC1=C([N+](=O)[O-])CC([N+](=O)[O-])=C(N2CCNCC2)N1C	1.1	-10	0	-1	-3	5	2	4	1
Fc1cccc(/C=C2\CCCC3=C2NC(=S)NC3c2cccc(F)c2)c1 (stereo not given)	0.85	15	-1	9	16	-4	-4	-6	0.84
